D1 PAM: human D1 dopamine receptor positive modulation | P21728 | HEK293 TREx D1 cells, calcium flux, dopamine EC20 potentiation | potentiation, % at 10 µM | actives 0.036% (n = 360,000) | AID 504651; in the data active means potentiation above about 30%; further: 0% is about no effect
Target sequence (P21728 whole entry, looked up): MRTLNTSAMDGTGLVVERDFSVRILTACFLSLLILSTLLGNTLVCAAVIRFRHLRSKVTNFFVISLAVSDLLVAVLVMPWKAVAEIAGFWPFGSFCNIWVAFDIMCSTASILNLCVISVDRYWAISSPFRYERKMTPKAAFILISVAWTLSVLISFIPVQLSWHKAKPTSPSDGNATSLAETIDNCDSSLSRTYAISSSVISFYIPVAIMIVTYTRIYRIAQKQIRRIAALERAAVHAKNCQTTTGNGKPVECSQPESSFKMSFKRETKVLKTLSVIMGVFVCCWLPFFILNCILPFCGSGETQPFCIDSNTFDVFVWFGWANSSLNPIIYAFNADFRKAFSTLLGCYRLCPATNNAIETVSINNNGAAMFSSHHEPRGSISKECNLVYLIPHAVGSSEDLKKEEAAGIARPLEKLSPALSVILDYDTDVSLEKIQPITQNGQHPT
D1 antagonist: antagonists of human D1 dopamine receptor; P21728; HEK293 TREx D1 cells, calcium flux, dopamine EC80; stronger effect = lower value; activity change, negative = inhibition, % at 10 µM; actives 3.2% (n = 360,000); in the data active means activity change below about -30%; further: on the % scale 0 is the no-effect control and ±100 the full control effect
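Compound effects on dopamine-evoked calcium signalling were measured in tetracycline-induced HEK293 Trex D1 cells. Dopamine at EC80 followed a 180 s compound pre-read, and fluorescence was tracked kinetically for 180 s more.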
D2 agonist: D2 dopamine receptor (human) agonism; P14416; HEK293 T-REx D2 cells, calcium flux agonist mode; activation, % at 2 µM; actives 0.53% (n = 340,000);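 active means activation over 3 SD above normal in the single-dose calcium agonist read, cut at about 30% in these data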; further: 0% is about no effect
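Tetracycline-induced HEK293 Trex cells with D2 receptor force-coupled to calcium signaling, plated overnight at 30 C and loaded with no-wash calcium dye. Calcium flux read kinetically for 180 s after compound addition; responses flag agonists.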
RXFP1 ag: activates the human relaxin receptor RXFP1. actives 0.3% (n = 370,000). AID 2676. Q9HBX9. HEK293T-RXFP1 cAMP TR-FRET, 30 min; response scale: percent of porcine relaxin response, buffer zero. Potency, µM (doses to about 57.5 µM), for the others: at the top dose activation, usual class: activators; active means well fitted activation curve with a large enough effect; inconclusive means small, poorly fitted or top-dose-only effect; further: potency means the concentration at half of the fitted maximal effect; on the % scale 0 is the no-effect control and ±100 the full control effect; nearly all actives have a fitted effect of over 60% in size; many of its hits are not listed in these tables
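cAMP rise read by TR-FRET after 30 min, 37C compound exposure (up to 58 uM) in RXFP1-transfected HEK293 cells with Ro 20174 present. EC50 from Hill-equation fits, with 29 nM porcine relaxin as 100% and buffer as basal.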
D1 ag: human D1 receptor agonism. HEK293 T-REx D1 cells, calcium flux, agonist mode. activation, % at 2 µM. actives 1% (n = 360,000). AID 504660; in the data active means activation above about 30%; further: 0% is about no effect
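Inducible HEK293 T-REx D1 cells, force-coupled to calcium signalling, were plated at 4000 cells/well with tetracycline and held overnight at 30 C. After no-wash calcium dye loading, compound-evoked calcium rise over 180 s flagged agonists.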
TRHR PAM: TRH receptor (human) allosteric enhancement; P34981; TRHR cells, fluo-8 calcium fluorescence, EC20 TRH enhancement; enhancement, % at 2 µM; actives 0.66% (n = 360,000); AID 493056; in the data active means enhancement above about 30%; further: 0% is about no effect
Target sequence (P34981 whole entry, looked up): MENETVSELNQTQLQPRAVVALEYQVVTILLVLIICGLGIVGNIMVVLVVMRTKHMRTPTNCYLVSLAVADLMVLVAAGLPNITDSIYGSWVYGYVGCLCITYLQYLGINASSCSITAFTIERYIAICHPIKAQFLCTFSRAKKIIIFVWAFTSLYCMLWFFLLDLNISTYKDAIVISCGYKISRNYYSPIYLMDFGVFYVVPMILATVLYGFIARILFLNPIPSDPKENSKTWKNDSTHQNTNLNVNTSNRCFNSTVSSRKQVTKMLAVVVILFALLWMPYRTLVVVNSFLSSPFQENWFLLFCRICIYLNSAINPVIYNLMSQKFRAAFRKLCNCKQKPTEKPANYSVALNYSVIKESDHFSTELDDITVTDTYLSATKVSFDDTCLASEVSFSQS
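Enhancer read-out: after compound pinning and an initial kinetic agonist-mode read, an EC20 of TRH (10 nM final) was injected and fluo-8 calcium signal (Ex 480/Em 530) followed at 1 s/cycle for 100 cycles in TRHR-expressing cells.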
RXFP1 antag: blocks the human relaxin receptor RXFP1 | Q9HBX9 | HEK293-RXFP1, relaxin-stimulated cAMP HTRF, 30 min; stronger effect = lower value | activity change, negative = inhibition, % at 57.5 µM | actives 0.59% (n = 350,000);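 active means activity change of -60% or lower, but not beyond a set lower limit; inconclusive means change between -60% and -40%, or beyond the set limit; inactive means change above -40%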; further: on the % scale 0 is the no-effect control and ±100 the full control effect
D2 antagonist: antagonizes the human D2 dopamine receptor. HEK293 TREx D2 cells, calcium flux, dopamine EC80. inhibition, % at 10 µM. actives 2% (n = 340,000); in the data active means inhibition above about 30%; further: 0% is about no effect
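Dopamine at EC80 is the agonist stimulus; test compounds precede it by 180 s. Calcium flux read kinetically in a force-coupled, inducible HEK293 T-REx D2 cell line.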
D2 PAM: positively modulates the human D2 dopamine receptor allosterically; P14416; HEK293 T-REx D2, calcium flux, EC20 dopamine potentiation; potentiation, % at 10 µM; actives 0.34% (n = 340,000);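 active means potentiation over 3 SD above the plate norm, cut at about 30% in these data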; further: 0% is about no effect
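Potentiation of an EC20 dopamine calcium response is measured in a force-coupled, tetracycline-inducible Hek293 Trex D2 line. Compound-only kinetic reads over 180 s flag agonists before dopamine addition.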
An asterisk follows results filed as active; ? = inconclusive; . = not tested or not shown; & = joins results of further samples. Some of the compounds tested; the hit share may differ from the screen's.

SMILES	D1 PAM	D1 antagonist	D2 agonist	RXFP1 ag	D1 ag	TRHR PAM	RXFP1 antag	D2 antagonist	D2 PAM
O=C(NCCC1CCCCN1S(=O)(=O)c1ccccc1)C(=O)NCc1cccnc1 (stereo not drawn)	-7	9	0.6	0.0%	1	0	-3	-13	20
CC1(c2ccc(OC(F)F)cc2)NC(=O)N(CC(=O)Nc2cccnc2Cl)C1=O (stereo not drawn)	5	-62*	12	-0.3%	73*	7	-13	1	11
Cc1cccc(C(=O)OCC(=O)Nc2nnc(-c3ccccc3)o2)c1O	-6	31	-1.0	0.3%	4	-1	-27	-9	-7
COc1ccc(NC(=O)/C(Cl)=C(/Cl)S(=O)Cc2ccccc2Cl)cn1 (stereo not drawn)	-7	8	.	0.1%	-1	-5	-118*	.	.
CC(=O)Nc1ccc2nc(-c3cccnc3)[nH]c2c1	-1	18	-1.4	3.3%	4	2	.	10	2
COc1ccccc1NC(=O)C(=O)NNC(=O)COc1ccc2ccccc2c1	-6	15	0.9	0.4%	1	5	.	2	.
CCOc1cc(C#N)c(-n2nnc3c(sc4nc(C)cc(C)c43)c2=O)cc1OCC	2	-4	-1.2	-0.4%	0	0	.	.	.
O=C(CCS(=O)(=O)c1cccc2nonc12)N1CCCc2ccccc21	3	9	0.1	3.0%	5	-5	-4	.	-4
NC(=O)CN1CCOCCOCCN(CC(N)=O)CCOCC1	-4	10	1.2	-0.5%	1	22	8	8	0
N/C(Cc1cccs1)=N\OC(=O)COc1ccccc1Cl	-3	2	-0.1	-1.4%	0	-1	-4	-7	5
CC(C)C(=O)c1cn(CC(=O)NCc2ccc3c(c2)OCO3)c2ccccc12	-2	-3	1.7	3.4%	2	-31	8	3	4
CCN(CC)c1ccc(NC(=O)CN2C(=O)c3cccnc3Oc3ccccc32)c(C)c1	-5	-15	-2.9	-2.4%	1	-1	-12	.	9
CCc1cc(C(c2ccccn2)N2CCN(C)CC2)c(NC(=O)c2ccccc2)s1 (stereo not drawn)	-5	-15	-0.5	-0.1%	2	-4	-16	0	3
Cc1nc(-c2cccc(S(=O)(=O)N3CCC(C(=O)NCc4ccccc4)CC3)c2)no1	-2	-7	0.0	-0.8%	2	7	-22	.	9
CCc1ccc(C(=O)COC(=O)C(Cc2c[nH]c3ccccc23)NC(=O)c2ccc(CC)cc2)cc1 (stereo not drawn)	-4	-9	-0.1	-2.9%	4	24	-10	.	13
Cc1cccc(OCC(=O)Nc2ccc3nc(C)sc3c2)c1	-10	-33*	-0.9	-0.2%	9	10	12	-7	34*
CC1CCN(S(=O)(=O)c2ccc3c(c2)N(CC(=O)NCCN2C(C)CCCC2C)C(=O)CS3)CC1 (stereo not drawn)	6	-3	0.4	2.7%	1	-6	-3	11	-3
O=C(Nc1ccc(N2CCOCC2)cc1Cl)C1CCN(C(=O)OCc2ccccc2)CC1	-2	-8	0.8	6.9%	4	-9	-17	-7	10
CC1CCCC(NC(=O)CSc2nnc(C(F)(F)F)n2C)C1C (stereo not drawn)	1	-6	0.1	2.1%	2	-2	2	-12	19
COc1ccc(C2NC(=O)N(C)C3=C2C(=O)N(c2cccc(Cl)c2)C3)cc1 (stereo not drawn)	-2	9	0.1	1.3%	0	0	.	.	-5
CCOC(=O)c1ccc(NC(=S)N2CCN(CCNC3=CC(=O)CC(C)(C)C3)CC2)cc1	1	5	-0.6	-0.2%	3	-5	-17	-7	-1
CCc1cccc(Nc2cc(C)nc3ncnn23)c1	-5	-10	-0.8	3.6%	-2	-2	6	9	0
COC(=O)CC(NC(=O)Nc1ccccc1F)c1ccc2c(c1)OCO2 (stereo not drawn)	2	2	-0.2	4.4%	4	2	4	-6	0
COCCNS(=O)(=O)c1cc(Br)ccc1OC	12	5	0.8	0.3%	2	1	21	6	2
O=C(C1CCN(CC2CCCCC2)CC1)N1CCCC1	-1	-11	-1.3	-0.3%	2	6	1	-12	2
Cc1ccn2c(=O)nc(SCc3cccc(C(F)(F)F)c3)nc2c1	-12	-11	0.2	5.5%	4	1	-18	-13	3
CCOC(=O)c1cnc2c(C)cccc2c1NCc1ccco1	-11	-8	1.1	0.9%	4	-2	2	10	2
COc1cc(Cl)c(C)cc1NC(=O)C1CCN(c2nc3ccccc3n3cccc23)CC1	-2	0	-1.0	0.4%	6	4	-12	.	7
COc1ccc(NC(=O)CN2C(=O)NC(C)(c3ccccc3)C2=O)c(OC)c1 (stereo not drawn)	-6	-10	-0.4	-0.4%	13	26	14	-9	0
CN1CCC(N(C)CC(=O)Nc2ccccc2N2CCOCC2)CC1	0	-9	0.5	1.4%	4	-1	-6	11	-4
O=C(NC(=S)N1CCN(c2ccc([N+](=O)[O-])cc2Cl)CC1)c1ccco1	0	0	0.2	1.2%	1	3	.	10	-2
COc1ccc(/C(O)=C2\C(=O)C(=O)N(CCN(C)C)C2c2cccc(OC)c2OC)cc1Cl (stereo not drawn)	-7	8	0.7	18%	2	1	6	5	-7
N#CC1=C(N)SC(N)=C(C#N)C1c1ccc(C(F)(F)F)cc1	1	-2	1.4	18%	-1	3	.	3	15
O=C(CN(C(=O)c1csnn1)c1ccc(F)c(Cl)c1)NCc1ccc(F)cc1	-5	8	.	0.8%	3	-2	-4	.	9
CCOc1ccccc1CNCc1c(C(=O)O)n(Cc2ccccc2)c2cc(OC)ccc12	3	14	.	1.2%	-1	-2	.	.	-7
CCCCN(C)CC(O)Cn1cc(/C=C/C(=O)c2cccs2)c2ccccc21 (stereo not drawn)	-8	-20	8.0	0.8%	67*	-9	?	0	-23
Cc1nc2cc(C(=O)N3CCN(C)CC3)ccc2n1C	6	5	1.3	0.7%	3	-6	0	15	-8
COc1ccc(/C(N)=N/OC(=O)Cc2ccc(C)cc2)cc1	-5	17	-0.3	-0.3%	9	-5	-13	5	-3
CCc1nc2c(c(=O)c3ccccc3n2C)c(=O)n1C1CCCCCC1	-2	-28	58*	-0.3%	195*	-10	-6	25	-10
Cc1ccc(S(=O)(=O)NCC(=O)OC2CCOC2=O)cc1 (stereo not drawn)	-9	-29	.	0.3%	2	4	-12	.	.

An excerpt from above in order of the D1 antagonist value, rising:
structure	D1 PAM	D1 antagonist	RXFP1 ag	D1 ag	TRHR PAM	RXFP1 antag	D2 antagonist	D2 PAM
Cc1ccc(S(=O)(=O)NCC(=O)OC2CCOC2=O)cc1 (stereo not drawn)	-9	-29	0.3%	2	4	-12	.	.
CCc1nc2c(c(=O)c3ccccc3n2C)c(=O)n1C1CCCCCC1	-2	-28	-0.3%	195*	-10	-6	25	-10
CCCCN(C)CC(O)Cn1cc(/C=C/C(=O)c2cccs2)c2ccccc21 (stereo not drawn)	-8	-20	0.8%	67*	-9	?	0	-23
N#CC1=C(N)SC(N)=C(C#N)C1c1ccc(C(F)(F)F)cc1	1	-2	18%	-1	3	.	3	15
O=C(NC(=S)N1CCN(c2ccc([N+](=O)[O-])cc2Cl)CC1)c1ccco1	0	0	1.2%	1	3	.	10	-2
O=C(CN(C(=O)c1csnn1)c1ccc(F)c(Cl)c1)NCc1ccc(F)cc1	-5	8	0.8%	3	-2	-4	.	9
CCOc1ccccc1CNCc1c(C(=O)O)n(Cc2ccccc2)c2cc(OC)ccc12	3	14	1.2%	-1	-2	.	.	-7

Retrieved one by one from the entries so far:
SMILES	D1 PAM	D1 antagonist	D2 agonist	RXFP1 ag	D1 ag	TRHR PAM	RXFP1 antag	D2 antagonist	D2 PAM
CCc1cc(C(c2ccccn2)N2CCN(C)CC2)c(NC(=O)c2ccccc2)s1 (stereo not drawn)	-5	-15	-0.5	-0.1%	2	-4	-16	0	3
O=C(CN(C(=O)c1csnn1)c1ccc(F)c(Cl)c1)NCc1ccc(F)cc1	-5	8	.	0.8%	3	-2	-4	.	9

Going on with the list:
SMILES	D1 PAM	D1 antagonist	D2 agonist	RXFP1 ag	D1 ag	TRHR PAM	RXFP1 antag	D2 antagonist	D2 PAM
O=C(CCNC(=O)c1ccccc1)Oc1ccc([N+](=O)[O-])cc1	-6	-46*	1.1	-0.7%	6	-4	.	-7	1
CCC(C(=O)Nc1cccc(-c2nc3cccnc3s2)c1C)c1ccccc1 (stereo not drawn)	-2	-5	-1.4	-0.9%	6	8	-2	.	-2
CCNC(=S)N1CCN(S(=O)(=O)c2ccc(C)cc2)CC1	0	-10	0.7	3.6%	2	-4	3	-26	29
COc1ccc(NC(=O)C2CCCC2)cc1S(=O)(=O)N1CCOCC1	8	-4	0.0	2.0%	3	3	-1	10	23
COc1ccc(NC(=O)CN(C)CCOc2ccc(Cl)cc2)cc1OC	1	5	-0.7	5.8%	4	-2	-4	9	9
CCCCOc1ccc(C2c3c(oc4ccccc4c3=O)C(=O)N2c2nc(C)c(C(=O)OCC)s2)cc1OC (stereo not drawn)	-2	-31*	0.5	-1.2%	0	1	2	.	0
O=C(CCn1nnc(-c2cccs2)n1)NCc1ccccc1Cl	1	-7	0.7	1.1%	0	2	-4	-26	14
Cc1cc(=O)n2nc(N3CCC(C(=O)NCc4ccccc4Cl)CC3)sc2n1	-2&3	22&12	0.3&-0.2	10%&12%	0&-1	0&15	-4	25	-2&15
COc1ccc(CN2CCN(c3ncnc4sc5c(c34)CC(C)CC5)CC2)cc1F (stereo not drawn)	-1	18	-0.3	6.9%	-2	1	0	.	-14
CCC(=O)Nc1ccc(NC(=O)C23CC4CC(CC(C4)C2)C3)cn1	6	-4	-0.6	2.1%	2	-5	0	1	-2
C/C(N)=C(/C#N)C(=O)COC(=O)c1cc(-c2cccc3ccccc23)nc2ccccc12	-2	8	2.9	3.8%	3	-4	3	-3	-1
CN1OC(COC(=O)c2ccc(Cl)cc2Cl)CC1c1ccccc1 (stereo not drawn)	-8	-8	-1.7	2.8%	3	-3	-13	7	-2
COc1ccc(OC)c(/C=N/NC(=O)CSc2cc(C)nc3c(OC)cccc23)c1	-6	-5	-0.7	0.6%	1	-5	-14	10	-16
Cc1cc(C(=O)N2CCN(CCc3ccccc3)CC2)no1	-8	1	-0.2	-1.9%	2	-6	4	-9	.
CCn1c(C(=O)N2CCC(C(=O)N3CCN(c4cccc(C)c4C)CC3)CC2)cc2sccc21	-4	-15	-0.2	-0.7%	3	2	-27	.	.

Copied from the list:
Cc1ccn2c(=O)nc(SCc3cccc(C(F)(F)F)c3)nc2c1 | D2 agonist: 0.2
O=C(NCCC1CCCCN1S(=O)(=O)c1ccccc1)C(=O)NCc1cccnc1 (stereo not drawn) | D1 PAM: -7

High-throughput results: PubChem BioAssay, National Center for Advancing Translational Sciences (NCATS)
